TTR transcr act: TTR transcription activators in neuroblastoma reporter cells, primary screen, cell-based, luminescence, SH-SY5Y, TTR promoter Gaussia luciferase | 100% = recombinant luciferase protein wells | 92,000 compounds, 1.3% hits | AID 1117267, 2014 | activation, % at 16.7 µM;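 active = activation above the mean of all tested compounds plus 3 SD, cut at about 9.5% in these data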;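 also: cells exposed to compounds for one day before reading; 0% = median of all test compound wells on the plate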
Numbers without * were called inactive. A portion of the library; the hit share may differ from the screen's.

TTR transcr act	canonical_smiles
-0.2	O=C(CN1CCN(c2ccccc2F)CC1)c1c[nH]c2ccccc12
0.4	Cn1c(SCC(=O)N/N=C/C=C/c2ccccc2[N+](=O)[O-])nc2ccccc21
-3.7	COc1cccc2oc3cc(C#CC4(O)CCCCC4)ccc3c(=O)c12
-1.2	CCOC(=O)c1cc2c(=O)n3ccccc3nc2n(CC2CCCO2)c1=NC(=O)/C=C/c1ccccc1 (stereo unspecified)
2.2	CCCn1cnc2c(SCc3ccccc3F)nc(N)nc21
10.1*	Fc1ccc(CSc2nnc(-c3cccs3)o2)cc1
0.1	Cc1ccc(OCC(=O)Nc2ccc(C(N)=O)cc2)cc1
1.1	CCn1c(CNC(=O)c2ccccc2F)nnc1SCC(=O)NC1CCCCC1C (stereo unspecified)
-0.8	CCOC(=O)c1ccc(NC(=O)CN2C(=O)C3C4C=CC(C4)C3C2=O)cc1 (stereo unspecified)
-0.7	COc1ccc(N2CCN(C(=O)Cc3ccc(S(=O)(=O)N4CCOCC4)s3)CC2)cc1
-2.5	COc1ccccc1-c1noc(CCC(=O)N2CCN(c3cc(C)ccc3C)CC2)n1
2.7	CC1CCN(c2ccc3nnc(CCC(=O)N4CCCCC4)n3n2)CC1
1.2	CCC[C@H]1[C@@H](NC(=O)/C=C/c2ccccc2)CC[C@@]23CCCN2C(=O)CCC[C@@H]13
-1.8	CCCNC(=O)c1ccc(N2CCC3(CC2)CC(c2cccc(Br)c2)=NO3)c(NC(=O)c2c(Cl)cccc2Cl)c1
1.7	O=C(c1ccccc1Cl)N1CCC(n2cccc2)CC1
-1.8	CCOC(=O)c1sc2nc(CC(=O)OC)nc(NCc3ccco3)c2c1C
1.8	COc1ccc(OCC(=O)Nc2ccccc2N2CCN(C)CC2)cc1
-1.8	COc1ccc(CCN(Cc2cccs2)S(=O)(=O)c2ccc(S(=O)(=O)N3CCCCCC3)cc2)cc1OC
1.7	COC(=O)c1ccc(NC(=O)C2CCCN2S(=O)(=O)c2ccc(F)cc2)cc1 (stereo unspecified)
0.7	CCOc1ccc(/C=N/OCC(=O)Nc2cc(C)on2)cc1
-1.0	O=C(NC1(C(F)(F)F)N=C2SCCN2C1=O)c1ccccc1F (stereo unspecified)
0.0	CCCCC1(C)OC(=O)C(=Cc2c[nH]c3ccccc23)C(=O)O1 (stereo unspecified)
-1.5	CC(C)OP(=O)(O)C(C)NC(=O)OCc1ccccc1 (stereo unspecified)
-1.4	Cc1ccc(Cn2nc(C)c(NC(=O)c3cc(C)no3)c2C)cc1
1.0	CN1CCCN(C(=O)/C=C/c2ccc(F)cc2)CC1
0.4	CN1C2=C(C(=O)CC(C)(C)C2)C(c2cccs2)C2=C1CC(C)(C)CC2=O
4.6	Cc1cc(NS(=O)(=O)c2ccc(Cl)cc2)nn1CC(=O)NCc1ccco1
-0.5	Cc1c(NC(=O)Cc2ccccc2)cccc1C(=O)NN1C(=O)c2ccccc2C1=O
2.1	CC(=O)Nc1ccc(SCC(=O)N(C)C2CCS(=O)(=O)C2)cc1 (stereo unspecified)
-0.7	Cc1cccc(-n2ncc3c(N4CCC5(CC4)OCCO5)ncnc32)c1
2.1	Clc1ccc(C2CSc3c4ncnc-4ncn32)cc1 (stereo unspecified)
8.5	CCc1nc2c(OCc3ccc(OC)cc3)cccn2c1N(C)C(=O)C(C)C
0.8	CCCCSc1nc(NCc2ccco2)c2c3c(sc2n1)COC(C)(C)C3
-3.1	N#Cc1ccc(-c2csc(NNC(=O)c3ccccc3)n2)cc1
0.1	O=C1C2C3C=CC(O3)C2C(=O)N1Nc1ccccc1 (stereo unspecified)
2.4	Cc1cccc(NC(=O)CSc2nnc(NC(=O)C3CC3)s2)c1C

Reformatted: entries from further up.
> CC(=O)Nc1ccc(SCC(=O)N(C)C2CCS(=O)(=O)C2)cc1 (stereo unspecified)
- TTR transcr act: 2.1
> Cc1cccc(-n2ncc3c(N4CCC5(CC4)OCCO5)ncnc32)c1
- TTR transcr act: -0.7

The list goes on.
TTR transcr act	canonical_smiles
0.7	CCOC(=O)C1=C(COC(=O)/C=C/c2cccc(OC)c2OC)NC(=O)NC1C (stereo unspecified)
-1.2	Cn1ccc2c(N3CCCCC3)cc3c(c21)C1CCC3C1 (stereo unspecified)
-1.0	CCCCNC(=O)CC(NS(=O)(=O)c1ccc(C)cc1)c1ccco1 (stereo unspecified)
-1.1	COC(=O)c1nn(-c2ccccc2)c(=O)cc1Oc1ccc(Cl)cc1
-2.2	Cc1ccc(-c2noc(C3CCCN(C(=O)c4ccc(F)cc4F)C3)n2)cc1 (stereo unspecified)
-0.9	N#CC1=C(N)N(c2ccc(F)cc2)C(=O)C1
0.9	C/C(=N/N=C/c1ccc(N(C)C)cc1)c1ccccc1
-0.6	Cc1ccccc1/C(N)=N/OC(=O)N1c2ccccc2Sc2ccccc21
-0.5	CCOc1c(Cl)cc(C(=O)NCCN2CCCCC2)cc1Cl
-1.6	CCOC(=O)C1=C(C)N(c2ccc(C)cc2)C(=O)/C1=C\c1cccs1
-2.2	COc1ccc2c(C)cc(=O)oc2c1C
1.0	Nc1nc(SCc2ccccc2Cl)c2ncn(C3OC(CO)C(O)C3O)c2n1 (stereo unspecified)
-0.7	O=C1c2ccccc2/C(=C\c2ccc3[nH]ccc3c2)N1c1ccccc1
-1.0	Cc1ccccc1CN1CCCCC(NC(=O)c2cccc(C(F)(F)F)c2)C1=O (stereo unspecified)
-0.9	Cc1nnc(SCC(=O)N2CCc3ccccc3C2)s1
-0.3	COc1cccc(C(=O)Nc2nnc(S(=O)(=O)N(C)Cc3ccc(F)cc3)s2)c1
-0.3	COc1ccc(/C=N/N2CCOCC2)cc1Cn1cc([N+](=O)[O-])cn1
4.8	Oc1ccccc1C=NNC(=S)NN=Cc1ccccc1O
-5.2	O=C(/C(C=Nc1ccc(Br)cc1)=C(/O)c1ccco1)C(F)(F)F
4.7	CCc1ccc(-c2cc3c(=O)n(CC(=O)NCCN4CCCCC4C)nc(C)n3n2)cc1 (stereo unspecified)
-1.1	COc1ccc(-c2nnn(CCC(=O)O)n2)cc1
-2.7	O=C1C(=O)C(c2ccccc2)C(=O)C1c1ccccc1 (stereo unspecified)
-1.2	COC(=O)c1cc(C#N)c(NCc2ccc(Cl)cc2Cl)nc1C
-3.1	CCOC(=O)[C@@]12CCCC=C1N(CCc1ccc(Cl)cc1)C(=O)[C@H]2CC(=O)N1CCN(C(=O)c2ccco2)CC1
-0.3	CCC(=O)N(CCC(c1ccco1)C(C)C)Cc1ccccc1 (stereo unspecified)
11.6*	COC(=O)Cn1c(=NC(=O)c2ccc(OC)c(OC)c2)sc2cc(OC)ccc21
-0.5	O=C(O)CCC1COc2ccccc2O1 (stereo unspecified)
-2.5	COC(=O)[C@@]12C[C@@H](CC(=O)N3CCCCC3)C(=O)N(Cc3ccc4c(c3)OCO4)C1=CCC(C)(C)C2
-0.2	CCc1cc(=O)oc2c(C)c(OCC(=O)NCCN3CCOCC3)ccc12
0.4	O=C(NNC(=O)c1ccccc1O)c1cccc(Br)c1
-1.2	CC(C)CN1C(=O)/C(=C/c2ccco2)NC1=S
-0.5	C[C@H](CO)N1C[C@H](C)[C@@H](CN(C)Cc2ccccc2C(=O)O)OCc2cnnn2CCCC1=O
-0.2	COC(=O)c1c(C)cccc1C1CN=NC12Cc1ccccc1C2=O (stereo unspecified)
-1.5	COc1cccc(-c2nc(NC(C)C)c3ccccc3n2)c1O
1.7	COc1ccc(CCNC(=O)CCC(=O)Nc2ccc3nc(N4CCN(C)CC4)cc(C)c3c2)cc1OC
-0.4	N#Cc1nccnc1N1CCN(C(=O)Nc2ccccc2)CC1
0.1	Cc1ccc(S(=O)(=O)Nc2ccc3c(c2)C(=O)N([C@@H](C)CO)C[C@@H](C)[C@@H](CN(C)CC2CC2)OCCCC[C@@H](C)O3)cc1
1.9	CCc1ccc(NC(=O)C(NS(=O)(=O)c2cccc3nsnc23)c2ccccc2)cc1 (stereo unspecified)
1.4	Cc1n[nH]c(=O)c2c(NC(=O)CSc3nc4ccccc4c(=O)n3CCCO)oc(C)c12
-0.2	Oc1ccccc1CNc1cnc2ccccc2c1
-0.2	CCN(Cc1nc2ccccc2c(=O)[nH]1)C(=O)c1cc2c(s1)CCCCC2
1.2	CS(=O)(=O)c1ccc(C(=O)Nc2ccccc2N2CCOCC2)c(Cl)c1
-2.1	COc1ccc(-c2cn(CCO)c(-c3ccc(Cl)nc3)n2)cc1
-0.7	Cc1cccc(NC(=O)NCC(c2ccc(F)cc2)N2CCN(C)CC2)c1 (stereo unspecified)
0.1	COCc1c(C(=O)Nc2ccc(Cl)cc2F)oc2ccccc12
-3.2	c1ccc(CCNc2ncnc3ccccc23)cc1
0.7	CC(C)[C@@H]1Cc2[nH][nH]c(=O)c2[C@H](CCc2ccccc2)O1
-0.5	O=C(NCc1nnc(SCC(=O)N2CCCCC2)o1)c1ccc(F)cc1
-0.7	O=C(C[C@@H]1C/C=C/CC[C@@H](Cc2ccc(F)cc2)C(=O)OCCNC1=O)N[C@H](CO)Cc1ccccc1
-0.8	C#CCOCCOCCOCCNc1nc(N2CCN(C(=O)[C@H](CCCCN)n3cc([C@@H](N)[C@H](C)CC)nn3)CC2)nc(N2CCN(C(=O)[C@H](CCCCN)n3cc([C@@H](N)CC(N)=O)nn3)CC2)n1
-0.1	Cc1ccccc1CN1CCCCC(NC(=O)Cc2cccs2)C1=O (stereo unspecified)
-0.7	CC(C)(C)c1nnc(N/N=C/c2cc(Br)ccc2O)n(N)c1=O
-1.3	COc1ccc(NC(=O)Oc2cc(C)ccc2C(C)C)cc1
4.2	Cc1cccc2cc(COC(=O)c3ccccn3)c(=O)[nH]c12
2.9	O=C(c1cnccn1)N1CCc2ccccc21
5.0	Cc1cc(/C=N/n2cnnc2)c(C)n1-c1cccc(C(=O)O)c1
-0.1	CC(NC(=O)CCNC(=O)c1ccccc1Cl)C1CC2CCC1C2 (stereo unspecified)
-0.9	COc1cccc(C2CC(c3cccs3)=NN2C(=O)CCC(=O)O)c1OC (stereo unspecified)
-2.1	COc1ccc(Cl)cc1NC(=O)Cn1nc(-c2ccc(C)cc2)n(C)c1=S
-0.6	Cc1onc(C(=O)N2CCN(C(c3ccccc3)c3ccccc3)CC2)c1Br

Additional compounds.
TTR transcr act	canonical_smiles
-0.9	CCOC(=O)C1CCN(Cc2cnc(Oc3ccc(N)cc3)s2)CC1
0.2	CCCCC(=O)Nc1nnc(SCC(=O)Nc2ccc(OC)cc2)s1
0.3	Clc1ccccc1CNCc1ccc2c(c1)OCO2
-0.2	COC(=O)c1oc2ccc(Cl)cc2c1N
1.6	CC[C@]1(C(=O)OC)[C@H]2C(=O)N(C)C(=O)[C@H]2[C@H]2CN=C(SCc3ccc(OC)cc3)N21
0.9	Cc1ccc(S(=O)(=O)c2nnn3c2nc(N2CCOCC2)c2ccccc23)c(C)c1
1.7	COc1ccc(/C=N/c2oc(-c3ccccc3)cc2C#N)cc1
1.1	C[C@@H]1CN([C@H](C)CO)C(=O)CCCn2nncc2CO[C@@H]1CN(C)S(=O)(=O)c1cn(C)cn1
4.5	CCn1c(-c2cc(-c3ccccc3)sc2N)n[nH]c1=S
-0.8	Cc1ccc(-c2nc3ccccc3c(=O)n2Cc2ccccc2)cc1
0.5	NS(=O)(=O)c1ccc(N2N=C(c3ccccc3)CC2c2ccccc2Br)cc1 (stereo unspecified)
0.2	O=C(OCC(=O)N1CCN(Cc2ccccc2)CC1)c1ccc(Cl)cc1

Some of the entries so far, in CSV form:
smiles,TTR transcr act
CC(NC(=O)CCNC(=O)c1ccccc1Cl)C1CC2CCC1C2 (stereo unspecified),-0.1
COc1cccc(C2CC(c3cccs3)=NN2C(=O)CCC(=O)O)c1OC (stereo unspecified),-0.9
COc1ccc(Cl)cc1NC(=O)Cn1nc(-c2ccc(C)cc2)n(C)c1=S,-2.1
Cc1onc(C(=O)N2CCN(C(c3ccccc3)c3ccccc3)CC2)c1Br,-0.6
CCOC(=O)C1CCN(Cc2cnc(Oc3ccc(N)cc3)s2)CC1,-0.9
CCCCC(=O)Nc1nnc(SCC(=O)Nc2ccc(OC)cc2)s1,0.2
Clc1ccccc1CNCc1ccc2c(c1)OCO2,0.3
COC(=O)c1oc2ccc(Cl)cc2c1N,-0.2
CC[C@]1(C(=O)OC)[C@H]2C(=O)N(C)C(=O)[C@H]2[C@H]2CN=C(SCc3ccc(OC)cc3)N21,1.6
Cc1ccc(S(=O)(=O)c2nnn3c2nc(N2CCOCC2)c2ccccc23)c(C)c1,0.9
COc1ccc(/C=N/c2oc(-c3ccccc3)cc2C#N)cc1,1.7
C[C@@H]1CN([C@H](C)CO)C(=O)CCCn2nncc2CO[C@@H]1CN(C)S(=O)(=O)c1cn(C)cn1,1.1
CCn1c(-c2cc(-c3ccccc3)sc2N)n[nH]c1=S,4.5
Cc1ccc(-c2nc3ccccc3c(=O)n2Cc2ccccc2)cc1,-0.8
NS(=O)(=O)c1ccc(N2N=C(c3ccccc3)CC2c2ccccc2Br)cc1 (stereo unspecified),0.5

Additional results follow.
TTR transcr act	canonical_smiles
-0.7	CONc1nc2nonc2nc1NOC
-2.4	COc1cccc(-c2cc(C(=O)Nc3ccc(OC)c(OC)c3)no2)c1
-2.3	O=C1CC(c2cccnc2)c2cc3c(cc2N1)OCCO3 (stereo unspecified)
-2.4	CC(C)OCCCn1c(=O)c2ccccc2n2c(CCC(=O)NC3CCN(Cc4ccccc4)CC3)nnc12
-1.2	O=C(COC(=O)c1c2c(nc3ccccc13)CCCCC2)c1ccc(Cl)s1
-2.0	COc1ccccc1CN1CCN(C(c2ccccc2)c2ccccc2)CC1
-0.6	O=C(Nc1ccccc1)Nc1nnc(CSCc2ccccc2Cl)s1
-1.8	C=CCN1C(=O)NC2(O)C(=O)c3ccccc3C12O (stereo unspecified)
-0.9	NC1=NC2(CCCC2)N=C(Nc2ccccc2)N1
3.5	C=CCn1c(SCc2ccc(F)cc2)nc2c1c(=O)[nH]c(=O)n2C
1.5	CN(Cc1ccccc1)C(=O)c1ccc(NC(=O)Cc2ccc(NC(=O)C3CCN(C(=O)C4CCC4)CC3)cc2)cc1
1.4	OCCNCCNCc1ccccc1OCc1ccccc1
0.3	COCCNC(=O)CSc1ccccc1C(=O)NC1CCCc2ccccc21 (stereo unspecified)
0.3	Cc1ccc(S(=O)(=O)N(C)CC(=O)OCC(=O)NC(=O)NC(C)C)cc1

Compound activity deposited in PubChem by The Scripps Research Institute Molecular Screening Center.
